Compound activity deposited in PubChem by The Scripps Research Institute Molecular Screening Center.
MBD2 inh: MBD2-methylated oligo binding inhibition; inhibition, % at 4.4 µM; Q9UBB5; 0.31% of 370,000 active; TR-FRET, MBD2 binding to methylated oligonucleotide; in the data active means inhibition above about 13%
UHRF1 binding: UHRF1 methyl-DNA binding inhibition; Q96T88; UHRF1 binding to methylated oligo, TR-FRET; inhibition, % at 4.4 µM; 0.75% of 370,000 active; in the data active means inhibition above about 21%;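 further: UHRF1 SRA domain binding a hemimethylated CpG hairpin DNA probe; 0% = median of test compound wells and 100% = reference inhibitor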
Target sequence (Q96T88 whole entry, looked up, the tested form may be a part): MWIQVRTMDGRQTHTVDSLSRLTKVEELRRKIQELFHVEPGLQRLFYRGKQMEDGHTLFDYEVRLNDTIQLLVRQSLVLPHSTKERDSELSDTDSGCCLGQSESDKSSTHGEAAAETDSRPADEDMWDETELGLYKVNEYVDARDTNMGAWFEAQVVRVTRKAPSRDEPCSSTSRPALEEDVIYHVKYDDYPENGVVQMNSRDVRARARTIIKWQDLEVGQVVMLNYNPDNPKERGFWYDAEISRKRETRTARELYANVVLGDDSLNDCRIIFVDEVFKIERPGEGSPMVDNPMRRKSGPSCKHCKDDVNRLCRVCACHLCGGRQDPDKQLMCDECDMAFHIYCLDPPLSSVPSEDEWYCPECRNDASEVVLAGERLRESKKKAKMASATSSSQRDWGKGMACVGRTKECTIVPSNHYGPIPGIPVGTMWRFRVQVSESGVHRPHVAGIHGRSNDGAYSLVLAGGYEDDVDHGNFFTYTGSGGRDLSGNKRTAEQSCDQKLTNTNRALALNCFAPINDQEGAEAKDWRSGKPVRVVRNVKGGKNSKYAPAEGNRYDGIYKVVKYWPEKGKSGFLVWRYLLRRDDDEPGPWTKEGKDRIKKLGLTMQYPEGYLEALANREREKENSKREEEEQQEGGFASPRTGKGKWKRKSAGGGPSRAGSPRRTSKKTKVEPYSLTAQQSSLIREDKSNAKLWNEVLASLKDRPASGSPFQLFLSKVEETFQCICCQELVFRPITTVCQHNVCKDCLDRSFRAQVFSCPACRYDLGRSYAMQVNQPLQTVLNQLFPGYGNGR
ADAM17 inh: inhibits human ADAM17 | AID 720648 | P78536 | recombinant ADAM17, EDANS/DABCYL FRET peptide cleavage | inhibition, % at 6.95 µM | 0.83% of 370,000 active;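 active means inhibition above the mean of compounds lying between control limits plus 3 SD, set per campaign, cut at about 8.5% in these data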;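 further: 0% = DMSO-only wells as the low control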
PLCb3 inh: blocks human PLC-beta3 enzyme activity; Q01970; Purified PLC-beta3, fluorogenic substrate, fluorescence; inhibition, % at 12.2 µM; 0.18% of 370,000 active; in the data active means inhibition above about 11%;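 further: 0% = median of compound wells on plate and 100% = full blocker control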
PLC-gamma1 inh: blocks human PLC-gamma1 enzyme activity | 0.84% of 370,000 active | AID 720700 | purified PLC-gamma1, fluorogenic substrate, fluorescence | inhibition, % at 12.2 µM | P19174; in the data active means inhibition above about 9.5%
KLK7 zymogen act: proKLK7 (human) activation, primary screen | AID 652039 | activation, % at 7 µM | 0.9% of 370,000 active | P49862 | purified proKLK7, EDANS-DABCYL substrate fluorescence; 100% is mature enzyme control, 0% vehicle;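 active means activation above the mean of all tested compounds plus 3 SD, computed per campaign excluding outliers beyond control limits, cut at about 13% in these data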
Target sequence (P49862 whole entry, looked up): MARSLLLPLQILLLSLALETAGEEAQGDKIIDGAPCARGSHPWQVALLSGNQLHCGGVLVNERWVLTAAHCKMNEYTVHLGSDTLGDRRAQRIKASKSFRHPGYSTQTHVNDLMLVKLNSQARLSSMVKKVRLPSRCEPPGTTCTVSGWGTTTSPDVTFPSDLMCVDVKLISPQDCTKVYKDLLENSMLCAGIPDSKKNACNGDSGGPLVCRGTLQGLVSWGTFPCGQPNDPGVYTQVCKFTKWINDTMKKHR
ASAP1 GAP inh: inhibitors of human ASAP1 ArfGAP activity; Q9ULH1; ASAP1-stimulated ARF1 GTP hydrolysis, GDP FP detection; inhibition, % at 16.5 µM; 0.19% of 360,000 active; in the data active means inhibition above about 25%;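 further: 0% = vehicle with enzyme and substrate and 100% = no enzyme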
Tn7 DDE FP: inhibitors of Tn7 peptide binding to human fibrin DD(E); P02675; FP displacement of FITC-Tn7 peptide from fibrin DD(E); 0% = median of compound wells per plate; inhibition, % at 8.3 µM; 0.13% of 370,000 active; AID 720508;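 active means inhibition above the mean of compounds falling within the control limits plus 3 SD of them, cut at about 14% in these data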;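 further: 0% = plate median of compound wells and 100% = 10 µM Aha-Tn7 peptide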
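Assay system: Human clot-derived fibrin DD(E) complex | Buffer or medium: Tris/NaCl/CaCl2 buffer, pH 7.8 | Repeats: One replicate per compound | Benchmarks: Aha-Tn7 high control | Measure: % inhibition scaled between sample-field median and high-control FP | Schedule: 10 min plus 3 h, room temperature | Signal: Fluorescence polarization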
Tn6 DDE FP: disrupts Tn6 cyclic peptide binding to fibrin D-Dimer-E complex; P02675; 0.21% of 370,000 active; inhibition, % at 8.3 µM; Fibrin DD(E) TRITC-Tn6 fluorescence polarization displacement;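 active means inhibition above a per-campaign cutoff: mean of compounds within control limits plus 3 SD, cut at about 15% in these data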;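 further: 0% = median of all compound wells on the plate and 100% = blocking peptide control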
ARFGAP1 inhibitor: rat ARFGAP1 inhibition; inhibition, % at 16.5 µM; 0.26% of 360,000 active; AID 651572; Q62848; Arfgap1-stimulated ARF1 GTP hydrolysis, GDP FP detection;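 active means inhibition above a per-plate limit, mean inhibition of low control wells plus 3 SD, cut at about 25% in these data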;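 further: 0% = DMSO wells with enzyme and 100% = wells lacking Arfgap1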
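Assay system: Rat Arfgap1 GAP domain (His6, aa 1-136), purified enzyme | Buffer or medium: HEPES 25 mM pH 7.5, NaCl 150 mM, MgCl2, DTT | Schedule: GTP hydrolysis reaction 2 h at 25 °C | Signal: FP of antibody-bound GDP Alexa 633 tracer, ex 620/em 688 nm | Measure: Percent inhibition of Arfgap1-stimulated GTP hydrolysis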
* hit, by the source's call; nt = not tested or not shown.

SMILES	MBD2 inh	UHRF1 binding	ADAM17 inh	PLCb3 inh	PLC-gamma1 inh	KLK7 zymogen act	ASAP1 GAP inh	Tn7 DDE FP	Tn6 DDE FP	ARFGAP1 inhibitor
CN(CC1CCCO1)S(=O)(=O)c1ccc(C(=O)Nc2nc3cc4c(cc3s2)OCO4)cc1 (stereo not given)	4	7	-2	-10	-8	0.0	1	1	3	4
C=CCOc1ccc(C2/C(=C(/O)c3ccc4c(c3)CC(C)O4)C(=O)C(=O)N2CCCN2CCOCC2)cc1 (stereo not given)	0	-1	0	-15	-3	-0.2	-12	-1	-4	4
COc1ccc(NS(=O)(=O)c2cccc(NC(=O)CCS(=O)(=O)c3ccccc3)c2)cc1	1	4	-2	1	-2	0.6	6	1	6	0
CN(c1ccccc1)S(=O)(=O)c1cccc(C(=O)Nc2nccs2)c1	2	0	-2	-7	-6	0.3	3	5	-1	-3
N#C/C(Cn1c[n+](NC(=O)Nc2ccccc2)cn1)=N/O	-1	2	-2	2	0	-0.8	-12	-5	1	-12
COc1ccc(/C(O)=C2/C(=O)C(=O)N(CCN3CCNCC3)C2c2cccc([N+](=O)[O-])c2)cc1 (stereo not given)	-2	-2	-3	-3	4	0.9	-1	2	-1	7
Cc1ccc(N2CCC3CC2c2cc(-c4ccc(C(F)(F)F)cc4)ccc23)cc1 (stereo not given)	0	-3	0	-2	3	-0.7	0	1	-3	-3
O=C(O)CC1(CC(=O)Nc2cc(F)ccc2Cl)CCCCC1	2	1	2	-7	3	-0.1	25*	-1	-7	15
O=C(/C=C/c1cccs1)NCc1ccc2c(c1)OCO2	-3	-4	-2	-2	3	-0.6	6	-3	-1	-7
C=CCN(CC(=O)NCc1ccc(OC)cc1)C(=O)c1csnn1	-6	-2	1	1	2	-1.1	-9	3	-1	6
C/C(=N\NC(=O)c1cc(C)nc2ccccc12)c1ccc([N+](=O)[O-])cc1	4	2	-1	-4	5	-0.2	-3	-1	-7	0
COc1ccc(Nc2cc(C(=O)NCCCN3CCN(C)CC3)c3ccccc3n2)c(OC)c1	1	-2	1	-2	0	0.3	6	7	-1	5
COc1ccc(CNCC(O)(c2ccccc2)c2ccc(Cl)cc2)cc1 (stereo not given)	1	-2	2	4	5	0.1	-11	-6	-2	10
Cc1n[nH]c(=O)c2c(NC(=O)CSc3c(Cl)cccc3Cl)oc(C)c12	-6	-2	-2	0	-4	0.1	-15	-7	7	-5
Cc1c(NS(=O)(=O)c2ccc(N=NN(C)C)cc2)c(=O)n(-c2ccccc2)n1C	-5	0	4	-1	1	0.3	7	-7	7	2
Cc1cccc(C)c1NC(=S)N1CCCCCC1	-9	0	0	-3	0	-0.6	-10	0	-3	10
CCOC(=O)c1ccc(S(=O)(=O)Nc2cc(C(=O)O)ccc2Cl)cc1	2	1	-3	-2	1	0.1	0	2	-2	1
Cc1cccc(-c2noc(-c3ccc(Cl)cc3[N+](=O)[O-])n2)c1	0	-2	0	5	3	-0.4	-1	-5	2	16
CC(C)CCSc1nnc(N)s1	0	-3	-1	-7	3	0.0	13	0	-3	14
CCC(C)NC(=O)NC(=O)CSc1nnc(-c2ccccc2F)n1C1CC1 (stereo not given)	-1	2	4	-3	2	1.1	9	2	-2	-2
COCCn1c(C)cc(C(=O)CSc2ccc3ccccc3n2)c1C	-8	-4	2	-49	-43	1.4	-1	5	0	-1
CCN(CC)CCNC(=S)N1CCn2c(nc3ccccc32)C1	-1	1	5	1	0	0.7	3	1	3	4
CC1CN(c2cc(=O)n(Cc3ccc(F)cc3)c(=O)[nH]2)CC(C)O1 (stereo not given)	4	3	-3	-2	3	-0.5	0	8	3	-12
O=c1cc(CN2CCN(c3ccccc3O)CC2)nc2sccn12	2	2	-11	-122	-82	0.2	11	2	-8	-2
CCN1CCCCC(NC(=O)c2cccc(C(F)(F)F)c2)C1=O (stereo not given)	0	-2	-2	2	2	1.1	nt	-6	4	nt
COc1ccccc1Cc1nc(-c2cccnc2)no1	-1	2	-1	-8	3	0.4	13	-7	2	12
Cc1cc(C(=O)CSc2nnnn2-c2ccc(O)cc2)c(C)n1C	-5	-3	2	0	1	0.1	-5	0	7	4
Cc1ccccc1C1=NC(c2ccc(F)cc2F)ON1 (stereo not given)	0	0	-4	-5	-8	-0.3	-12	-1	7	-15
CC1=N/C(=C\c2ccccc2Cl)C(=O)O1	0	-2	0	-5	2	0.3	-4	-2	3	-3
CCOc1ccc(S(=O)(=O)N(C)CC(=O)NCc2ccccn2)cc1	3	-1	-4	2	-2	-0.8	-5	1	4	8
O=C(N/N=C/c1cccnc1)c1cc2ccccc2cc1O	2	2	-2	-72	-58	-1.2	11	3	-25	-1
CSCCC(NS(=O)(=O)c1cccs1)C(=O)NCc1cccs1 (stereo not given)	2	2	-2	1	4	0.7	-5	1	1	-6
Cc1cnc(C(=O)OCC(=O)Nc2oc(-c3ccccc3)c(-c3ccccc3)c2C#N)cn1	3	-4	-2	-27	-20	0.5	0	2	2	0
Cc1cc(C(=O)CSc2nnnn2-c2ccc(O)cc2)c(C)n1Cc1ccc2c(c1)OCO2	2	5	7	-2	3	-0.2	2	-6	-11	17
CCOc1cc(Cl)c(S(=O)(=O)NCc2ccccn2)cc1Cl	-1	6	7	1	0	0.1	9	-5	-1	-2
O=C(O)c1ccc(N/N=C/C=C/c2ccccc2)cc1	2	21*	-14	-200	-139	0.8	16	-6	4	1

Profiles as entered above. Screens in order: MBD2 inh	UHRF1 binding	ADAM17 inh	PLCb3 inh	PLC-gamma1 inh	KLK7 zymogen act	ASAP1 GAP inh	Tn7 DDE FP	Tn6 DDE FP	ARFGAP1 inhibitor
Cc1cc(C(=O)CSc2nnnn2-c2ccc(O)cc2)c(C)n1Cc1ccc2c(c1)OCO2 reads 2	5	7	-2	3	-0.2	2	-6	-11	17
CCOc1cc(Cl)c(S(=O)(=O)NCc2ccccn2)cc1Cl reads -1	6	7	1	0	0.1	9	-5	-1	-2
CSCCC(NS(=O)(=O)c1cccs1)C(=O)NCc1cccs1 (stereo not given) reads 2	2	-2	1	4	0.7	-5	1	1	-6

Further compounds.
SMILES	MBD2 inh	UHRF1 binding	ADAM17 inh	PLCb3 inh	PLC-gamma1 inh	KLK7 zymogen act	ASAP1 GAP inh	Tn7 DDE FP	Tn6 DDE FP	ARFGAP1 inhibitor
Cn1cc2cc([N+](=O)[O-])ccc2n1	-1	-3	-2	-4	2	0.4	4	-12	-7	6
CNc1c(NS(=O)(=O)c2cc(Cl)ccc2OC)c(=O)oc2ccccc12	-4	4	2	-4	0	-1.2	1	4	-10	-12
C/C(=N\OC(=O)c1ccc(F)cc1)c1nccs1	0	3	-4	1	-5	-0.6	0	4	0	-1
Cc1sc2ncnc(SCC(=O)NNC(=O)c3ccco3)c2c1C	-1	-4	1	1	0	0.8	8	-6	6	8
CC1(C)NC(=O)N(CC(=O)OCC(=O)Nc2c(Br)cc([N+](=O)[O-])cc2Br)C1=O	-3	1	2	2	1	0.1	4	-1	8	2
Cc1nc2c(OCc3ccc(Cl)cc3Cl)cccn2c1N(C)CC1CC1	-6	0	-1	-10	-7	0.2	-23	0	1	-8
CCCCN(CCCNC(=S)NCCCc1cnc[nH]1)c1ccc(Br)cn1	1	-1	1	5	4	-0.8	16	1	9	14
Cc1cc(S(=O)(=O)Nc2ccc(C(=O)N3CCN(c4ccccc4O)CC3)cc2)ccc1F	-2	2	10.0*	0	4	0.3	7	0	5	1
CN(C)S(=O)(=O)c1cccc(NC(=O)CN2C(=O)NC(Cc3ccccc3)C2=O)c1 (stereo not given)	-1	2	-2	-2	0	0.3	6	7	-2	-12
NS(=O)(=O)c1cccc(NC(=O)CCSc2ccc(Cl)cc2)c1	2	1	-3	-2	0	0.6	-1	3	9	-3
CCNc1nc(SCCOc2ccc(C)cc2)nc(N(C)C)n1	1	-3	-4	0	-1	0.1	-6	3	-3	-4
O=C(O)CSc1nc2ccccc2n1-c1ccccc1	2	3	-3	-6	1	0.0	-9	-4	-5	3
COc1cc(N)ccc1NC(=O)c1cccs1	7	12	-2	-6	-7	-0.3	2	1	4	0
COc1ccc(N2C(=O)CCC(C(=O)N3CCC(C(N)=O)CC3)C2c2ccc(F)cc2)cc1 (stereo not given)	6	3	-3	-2	-2	0.7	-2	2	-7	7
Fc1ccc(Cn2cccc2C2=NC(c3ccccc3)CO2)cc1 (stereo not given)	2	-1	-2	1	1	0.7	-5	10	3	0
CC(C)N(C(=O)[C@H]1C[C@H](CC(=O)NCc2cccc(C(F)(F)F)c2)C(=O)N2CCc3c([nH]c4cc(CCC(=O)N(C)C)ccc34)[C@]12C)C(C)C	10	18	-3	-3	1	0.0	0	8	0	-2
Cc1cc(/C=C(\C#N)C(=O)OCC(=O)Nc2ccc(OC(F)F)cc2)c(C)n1CC(C)C	-1	-4	3	-58	-50	-4.7	-7	-3	1	2
O=[N+]([O-])c1ccccc1S(=O)(=O)Nc1cccc(-c2ccc(N3CCOCC3)nn2)c1	-2	4	4	0	1	0.1	1	-2	2	17
C/C(=N\NC(=O)CC(C)C)c1ccc(Cl)c(Cl)c1	2	2	0	4	1	0.1	-4	-3	-3	7
COc1ccc(Cl)cc1NC(=O)Cn1nc(-c2ccc(C)cc2)n(C)c1=S	-1	-1	-2	0	0	-0.8	-10	-3	-5	42*
O=C(Nn1cc(C(=O)Nc2ccccc2F)c2ccccc2c1=O)c1cnccn1	2	-1	-4	-5	-2	-0.8	-11	5	4	0
COc1ccccc1C1CC(c2ccccc2)=NN1C(=S)Nc1ccccc1 (stereo not given)	-6	-1	1	-7	-3	-0.6	13	-1	2	0
O=C(O)C1CCCN1c1nc(C(F)(F)F)nc2ccccc12 (stereo not given)	2	4	-4	0	2	1.0	5	-3	-6	8
CN(C)CC#CCOC(c1ccccc1)c1ccccc1	-1	3	1	1	1	-1.1	-11	4	8	5
COc1ccc(/C(C)=N/OC/C(O)=C(\C#N)c2nc3ccccc3[nH]2)c(OC)c1	1	-3	4	-3	1	-0.4	3	-10	-3	10
O=C(CSCC(=O)N1CCCCC1)Nc1nc(-c2ccccc2)c(-c2ccccc2)s1	2	1	2	-20	-15	-1.3	9	5	-4	2
Cc1cc(SCC(=O)NCC2CCCO2)nc2ccccc12 (stereo not given)	-3	-4	0	-47	-28	0.0	8	-5	-6	0
COc1ccccc1NS(=O)(=O)c1c(C)nc2sccn2c1=O	2	1	0	5	3	0.1	7	3	-2	-15
COc1cc2[nH]c(=O)n(CCCCCC(=O)N3CC=C(c4ccccc4)CC3)c(=O)c2cc1OC	-5	-2	-8	-1	-17	0.4	-6	8	1	-13
CCCOc1ccc(-c2csc3nc[nH]c(=O)c23)cc1	-1	-3	0	-5	1	0.4	-4	-1	-4	11
CN(CCOC(=O)c1cc2ccccc2o1)C1CN(Cc2cn(Cc3ccccc3F)nn2)S(=O)(=O)C1 (stereo not given)	0	1	2	2	-4	0.1	nt	4	3	nt
COc1ccc(C(=O)NNC(=O)Cc2coc3cc(OC)ccc23)cc1	-4	2	-6	-6	-5	-1.0	11	2	3	11
